Growth percent in the NCI-60 one-dose screen (48 h, 10 µM unless noted): 100 = growth as untreated, 0 = no growth, -100 = all killed.
M14: M14 melanoma; 80,000 tested, 6.2% active; AID 1794745
HOP-62: HOP-62 NSCLC. 80,000 tested, 3.9% active
LOX IMVI: LOX IMVI melanoma. 79,000 tested, 7.4% active
SK-MEL-5: SK-MEL-5 melanoma; 80,000 tested, 6.4% active; AID 1794755
CCRF-CEM: CCRF-CEM leukemia | 77,000 tested, 7% active | AID 1794778
A549/ATCC: A549/ATCC NSCLC. 81,000 tested, 3.7% active. AID 1794740
EKVX: EKVX NSCLC. AID 1794765. 71,000 tested, 3% active
HOP-92: HOP-92 NSCLC cells; 71,000 tested, 6.3% active; AID 1794738
Starred values were filed as active, the others as inactive; · = not tested or not shown; [ ] = another dose, or the depositor's remark. Rule for the calls: active = growth percent below 10; inactive = the rest.

SMILES	M14	HOP-62	LOX IMVI	SK-MEL-5	CCRF-CEM	A549/ATCC	EKVX	HOP-92
CCc1nc2cc(F)c(/C=C/C(=O)NO)cc2c(=O)n1CCc1ccccc1	16	5.4*	-34*	4.3*	3.1*	15	26	15
Cc1ccc2nc(NC(=O)Nc3cccc(Cl)c3)sc2c1	98	111	88	97	90	106	88	119
COc1ccc(/C=C/C(=O)c2cc3c(N)c(C(=O)Nc4ccccc4Cl)sc3nc2C)cc1	12	45	48	-56*	59	34	67	9.5*
OCc1ccc(N2CCc3cccc(F)c3C2)cc1Cl	111[0.1 µM]	45[0.1 µM]	105[0.1 µM]	·	96[0.1 µM]	63[0.1 µM]	104[0.1 µM]	82[0.1 µM]
CCOC(=O)C(Cc1c[nH]c2ccccc12)(NC(C)=O)C(=O)OCC	103	96	91	98	101	106	103	101
Cc1ccc2nc(N)nnc2c1	99	105	100	108	102	109	113	72
S=c1[nH]nc(-c2cc3ccc2CCc2ccc(cc2)CC3)n1-c1ccccc1	97	106	98	96	96	93	93	98
Cc1ccc(/C=C/C(=O)c2cccc(OCCCOc3cccc(C(=O)/C=C/c4ccc(C)cc4)c3)c2)cc1	73	102	26	90	74	81	80	92
CCCn1c(O)c(N=NC(=O)c2cc3ccccc3[nH]2)c2ccccc21	101	111	91	94	83	90	93	108
O=CNc1ccc(Oc2ccc(NC=O)cc2)cc1	104	98	93	97	87	101	95	85
O=C1C2=C(Nc3ccccc3N2)OC1c1c[nH]c2ccc(COc3ccccc3)cc12 (stereo not drawn)	90	26	86	87	92	93	70	58
O=C(O)c1ccc(-c2nn(-c3ccc(C(F)(F)F)cc3)cc2CNc2ccccc2)cc1	100	101	93	88	88	83	87	77
Nc1ncc(-c2ccc(C(F)(F)F)cc2)s1	107	85	·	87	86	88	58	89
Nc1nc(N)nc(-c2ccccc2-c2nc(N)nc(N)n2)n1	105	105	106	107	101	114	93	75
CC(C)OCCCNc1nc(Cl)nc2c1cnn2C	118	110	98	105	108	103	77	·
CC(C)(C)OC(=O)CN1CCc2c(sc3ncnc(N/N=C/c4ccc(Br)cc4)c23)C1	105	101	93	92	·	97	89	92
O=C1CC[C@@H](C(=O)N[C@H]2CSSC[C@@H](C(=O)O)NC(=O)[C@H](Cc3ccccc3)NC(=O)[C@@H]3CCCN3C(=O)[C@@H]3CCCN3C2=O)N1	99	77	94	101	80	83	101	89
Nc1ccc2ccc(S(=O)(=O)O)cc2c1	97	63	104	115	102	99	87	·
COc1ccc(C(=O)CSc2nc(-c3cc(OC)ccc3OC)c(C#N)c(=O)[nH]2)cc1	92[5 µM]	86[5 µM]	93[5 µM]	93[5 µM]	105[5 µM]	98[5 µM]	94[5 µM]	82[5 µM]
CCc1c(C)cc(C#N)c(=N)n1C(C)(C)C	105	95	113	114	86	118	116	107
COc1cc2nc(Cl)nc(Nc3cccc(C4=NN(C=O)C(c5cc(OC)c(OC)c(OC)c5)C4)c3)c2cc1OC (stereo not drawn)	103	115	·	75	79	94	85	89
O=C(NCCO)c1ccccc1O	98	104	94	106	·	92	·	87
CN1C(=O)/C(=C/c2nc(-c3ccccc3F)n3ccccc23)c2ccccc21	102	79	83	101	93	87	97	94
CNC1=C([N+](=O)[O-])C(c2ccc(O)cc2)C(C#N)=C(c2ccc[nH]2)O1 (stereo not drawn)	102	97	91	96	105	107	103	105
CCCCc1ccc(-c2nc3c(c(C)nc4c3nnn4-c3ccccc3)c(=O)o2)cc1	93	·	98	102	91	110	109	93
O=C1c2ccccc2C(=O)N1CCCSc1nc2ccccc2c(=O)n1CCc1ccccc1	99	102	91	57	·	82	85	·
Cc1ccc(-c2cc3ccccc3[nH]2)cc1	107	94	99	98	·	·	·	86
CC(=O)OCN(C)N=Nc1ccc([N+](=O)[O-])cc1	103	99	96	96	110	103	·	·
NC(=O)N/N=C/CSCc1ccccc1	101	104	99	98	99	90	89	86
C=CCOc1c(Cl)cc(Cl)cc1Cl	106	102	111	106	96	92	104	150
CCOC(=O)c1c2c(n(-c3ccccc3)c1-c1ccccc1)C=CCCC2	99	107	92	93	95	99	93	79
O=c1cc(-c2sc(N3CCCCC3)nc2-c2ccccc2)c2cc(Cl)ccc2o1	87	87	87	94	96	101	73	83
Cc1cccc(-c2nnc(SCC(=O)Nc3ncc(Cc4ccccc4)s3)n2N2C(=O)CSC2=S)c1	51	30	23	76	76	8.0*	73	8.5*
COc1cc(NCCNC2CCCCC2)c2ncccc2c1	102	93	97	96	102	101	89	83
C[C@]12CC[C@@H]3c4ccc(O)c([N+](=O)[O-])c4CC[C@H]3[C@@H]1CCC2=O	102	104	91	82	110	102	58	87
CCOc1ccc(Nc2ccc(N)c(S(=O)(=O)O)c2)cc1	108	106	102	109	97	104	110	97

An excerpt from above in order of number of heavy atoms, lowest first.
SMILES	M14	HOP-62	LOX IMVI	SK-MEL-5	CCRF-CEM	A549/ATCC	EKVX	HOP-92
CCOc1ccc(Nc2ccc(N)c(S(=O)(=O)O)c2)cc1	108	106	102	109	97	104	110	97
O=c1cc(-c2sc(N3CCCCC3)nc2-c2ccccc2)c2cc(Cl)ccc2o1	87	87	87	94	96	101	73	83
O=C1c2ccccc2C(=O)N1CCCSc1nc2ccccc2c(=O)n1CCc1ccccc1	99	102	91	57	·	82	85	·

Looked up above.
A549/ATCC, O=C(O)c1ccc(-c2nn(-c3ccc(C(F)(F)F)cc3)cc2CNc2ccccc2)cc1 reads 83
LOX IMVI, O=C1c2ccccc2C(=O)N1CCCSc1nc2ccccc2c(=O)n1CCc1ccccc1 reads 91
LOX IMVI, NC(=O)N/N=C/CSCc1ccccc1 reads 99
M14, CNC1=C([N+](=O)[O-])C(c2ccc(O)cc2)C(C#N)=C(c2ccc[nH]2)O1 (stereo not drawn) reads 102

The list continues.
SMILES	M14	HOP-62	LOX IMVI	SK-MEL-5	CCRF-CEM	A549/ATCC	EKVX	HOP-92
CCCCN(CCCC)Cc1cc(Nc2ccnc3cc(Cl)ccc23)ccc1O	36	58	25	65	·	61	80	59
Cc1nc2ccccc2n1C	102	103	90	97	95	96	·	102
CC(C)=CCC/C(C)=C/CC/C(C)=C/CC[C@]1(C)CCc2cc(OC(=O)NS(=O)(=O)c3ccc(C)cc3)cc(C)c2O1	93	94	98	100	98	98	103	77
C(=N/N=C(N/N=C/c1ccccc1)N/N=C/c1ccccc1)/c1ccccc1	116	114	94	·	101	97	93	·
CCCCCCCCCCCCCCCCNC(=S)N/N=C/c1ccc(OC)cc1	96	117	108	100	·	96	·	·
COc1cccc2cc(C(C)C(=O)OCc3cn(-c4cc5ccccc5oc4=O)nn3)ccc12 (stereo not drawn)	94	88	89	93	98	95	97	86
Oc1ccc(C(Cc2ccccc2)NCc2ccccc2)c(O)c1 (stereo not drawn)	98	98	108	104	92	97	93	104
O=C1/C(=C/c2c[nH]c3ccccc23)Sc2ccc(F)cc21	95	89	89	93	106	101	72	93
COc1ccccc1NC(=S)Nc1ccc(-c2nc3ccccc3o2)cc1	99	101	101	94	87	84	98	106
O=C1c2ccccc2C(=O)C2C(=O)c3ccccc3C(=O)C12 (stereo not drawn)	102	86	106	105	98	·	110	·
CC1=C(C(=O)Nc2ccccc2)C(c2ccc3c(c2)OCO3)NC(=S)N1 (stereo not drawn)	93	121	96	102	115	108	107	112
O=C(/C=C/Nc1ccc(I)cc1)c1ccc2c(c1)Nc1ccccc1S2	95	96	65	97	85	90	73	95

Shown with each value named: part of the list above.
> Cc1nc2ccccc2n1C
- M14: 102
- HOP-62: 103
- LOX IMVI: 90
- SK-MEL-5: 97
- CCRF-CEM: 95
- A549/ATCC: 96
- EKVX: ·
- HOP-92: 102
> COc1cccc2cc(C(C)C(=O)OCc3cn(-c4cc5ccccc5oc4=O)nn3)ccc12 (stereo not drawn)
- M14: 94
- HOP-62: 88
- LOX IMVI: 89
- SK-MEL-5: 93
- CCRF-CEM: 98
- A549/ATCC: 95
- EKVX: 97
- HOP-92: 86
> CC(C)=CCC/C(C)=C/CC/C(C)=C/CC[C@]1(C)CCc2cc(OC(=O)NS(=O)(=O)c3ccc(C)cc3)cc(C)c2O1
- M14: 93
- HOP-62: 94
- LOX IMVI: 98
- SK-MEL-5: 100
- CCRF-CEM: 98
- A549/ATCC: 98
- EKVX: 103
- HOP-92: 77

Later entries
SMILES	M14	HOP-62	LOX IMVI	SK-MEL-5	CCRF-CEM	A549/ATCC	EKVX	HOP-92
Cc1ccc(Sc2cc(C(=O)N3CC4C=CC=CC4C3)ccc2O)cc1C (stereo not drawn)	94	85	103	106	97	94	110	113
COc1cc(OC)cc(C(N)=O)c1	101	96	99	98	101	92	103	88
Clc1ccc(-c2nnc3ccc(N/N=C/c4ccccc4)nn23)cc1	82	92	82	93	81	85	80	89
O=C1/C=C/[C@@H](O)[C@@H]2C[C@@H](O)C[C@H]2/C=C/CCC[C@@H](O)CCO1	78	103	95	23	116	89	82	98
N#CCC(=O)c1ccccc1[N+](=O)[O-]	106	94	101	112	100	106	110	·
O=[N+]([O-])/C(=C\c1ccco1)c1ccccc1	86	73	90	97	83	86	95	60
O=c1c2cnn(-c3ccccc3)c2n2c(CN3CCOCC3)nnc2n1-c1ccccc1	98	78	97	102	97	77	102	81
Cc1cc(NCc2ccccn2)n2ncc(-c3ccccc3)c2n1	101	98	99	100	93	90	109	101
Cc1ccc(/C=C2\Oc3cc(OCC(=O)c4ccc(Cl)cc4)ccc3C2=O)cc1	102	104	99	86	176	90	107	88
Clc1ccc(-c2nnc(/N=C/c3ccccc3)o2)cc1	101	103	94	103	94	98	84	95
COC1OC(COCc2ccccc2)C(N)C(OCc2ccccc2)C1OCc1ccccc1 (stereo not drawn)	110	110	96	100	90	94	119	·
COc1ccc(/C=C\C(=O)NC2CC[C@]3(C)[C@H]4CC[C@@H]5[C@@H]([C@@](C)(O)CCC=C(C)C)CC[C@@]5(C)[C@]4(C)CC[C@H]3C2(C)C)cc1 (stereo partly drawn)	85	78	40	86	55	84	65	70
COc1cc(C2c3cc4c(cc3C(O)C3COCC23)OCO4)cc(OC)c1OC (stereo not drawn)	97	94	96	99	97	96	99	·
Clc1cc(Nc2ncnc3sc4c(c23)CCCC4)ccc1OCc1ccccc1	94	92	96	87	90	73	65	67
COc1ccc(C(=O)C[n+]2ccccc2)cc1	96	83	88	103	96	88	91	·
Cc1nn(-c2ccccc2)c(Cl)c1/C=C1\SC(N2CCOCC2)=NC1=O	91	100	·	97	94	97	93	75
N=C(N)Sc1cccc[n+]1[O-]	18	79	-31*	56	-8.9*	55	48	104
NC(=N\N=C\c1ccccc1O)/C(N)=N/N=C/c1ccccc1O	79	84	49	85	80	74	88	76
O=C1c2cc3c(cc2-c2c1c1ccc(F)cc1c(=O)n2C[C@H](O)[C@@H](O)[C@H](O)CO)OCO3	-14*	-7.3*	-30*	·	5.9*	-34*	13	6.6*
C[C@H](c1nc2ccc(C(F)(F)F)cc2[nH]1)[C@H]1CC[C@H]2[C@@H]3CCC4=CC(=O)CC[C@]4(C)[C@H]3CC[C@]12C	72	89	84	70	80	95	67	22
Cc1cs/c(=N\NC(=O)c2cc(-c3cc4ccccc4o3)nn2-c2ccccc2)n1-c1ccccc1	96	98	83	43	76	88	72	·
CC(C)NCCNc1ccnc2cc(Cl)ccc12	100	75	95	98	91	94	·	57
COc1ccc(-c2cn[nH]c2-c2cc(OC)c(OC)c(OC)c2)cc1	3.9*	45	27	-17*	6.4*	21	·	-5.6*
COc1ccc(-c2cc(-c3cccnc3)nc3sc4c(=O)n(-c5ccc(C)cc5)cnc4c23)cc1OC	99	98	98	94	105	103	86	64
CN1CNC(=S)NC1	107	104	94	108	97	110	99	109
CC(C)OC(=O)Nc1ccc(-c2ccc(NC(=O)OC(C)C)cc2)cc1	96	102	71	61	·	84	·	·
CCOc1ccc(CC(O)CNCC(C)C)cc1 (stereo not drawn)	107	116	107	108	72	80	106	98
COC(=O)C(/C(=N/N)C(=O)Nc1cc(Cl)ccc1Cl)c1nc2ccc([N+](=O)[O-])cc2[nH]c1=O (stereo not drawn)	98	·	83	91	73	75	92	103
N#Cc1nc(/C=C2\SC(=S)N(CC3CCCO3)C2=O)cs1 (stereo not drawn)	81	104	78	100	67	98	94	87
COc1ccc(C2CC(c3ccc(Cl)cc3)=NN2c2ccccc2)cc1OC (stereo not drawn)	100	106	·	·	98	89	·	·
O=C(Cn1cc[n+](CC(=O)c2ccc(F)cc2F)c1)Nc1cccc2cccnc12	109	97	97	100	105	102	94	102
COc1c(F)ccc(C(=O)Nc2ccc3nc(NC(=O)C4CCCN(S(=O)(=O)c5ccc(C(F)(F)F)cc5)C4)sc3c2)c1F (stereo not drawn)	79	95	83	85	89	75	103	·
COc1ccc(C(=O)/C=C/c2ccc3c(c2)OCO3)cc1OC	128	119	111	107	91	99	111	·
COc1ccc(NC(=O)NN2C(=O)c3ccccc3N(C)C2c2ccc(OC)cc2)cc1 (stereo not drawn)	70	98	98	93	99	108	100	102
Nn1c(=O)[nH]n2c(=O)c3cnn(-c4ccccc4)c3nc12	106	95	98	102	100	106	100	104
CC(=O)c1cccc(Nc2ncnc3ccc(NC(=O)c4cccs4)cc23)c1	54	94	61	47	48	51	63	39
NC(=O)Nc1ccc2ncnc(Nc3ccc(Cl)cc3)c2c1	107	86	96	89	96	72	22	74
C[C@@H]1C(=O)O[C@H]2[C@H]1CC/C(COC(=O)OCCCCCOC(=O)OC/C1=C/CC[C@@]3(C)O[C@H]3[C@H]3OC(=O)[C@@H](C)[C@@H]3CC1)=C\CC[C@@]1(C)O[C@@H]21	103	95	101	98	102	89	101	79
Cn1cc(-c2cc3nc(-c4cn(C)c5ncc(Br)cc45)cc(N)n3n2)c2ccccc21	-73*	-34*	-100*	-94*	-24*	2.3*	-44*	·
Fc1ccc(/C(=N\c2nnc(-c3ccc(Cl)cc3)s2)c2ccccc2)cc1	99	88	94	104	98	104	83	48
N#CC1=C2NCCCCCNc3oc(nc3C#N)Cc3ccccc3CC(=N1)O2	99	119	107	99	115	104	101	·
NC(=S)c1cccnc1	100	·	97	101	113	·	104	·

High-throughput results: PubChem, NCI
